# Source: PubChem BioAssay (several laboratories)
# NR2F2 inh: NR2F2 transcriptional activity inhibitors, primary screen, cell-based, luciferase reporter, HEK293T, luminescence. COUP transcription factor 2 (Homo sapiens), P24468. HEK293T NGFI-A luciferase reporter. inhibition, % at 8.6 µM. 370,000 tested, 0.7% active;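 active = inhibition above a per-plate cutoff, mean inhibition of test wells between control levels plus 3 SD, cut at about 38% in these data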;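 also: cells cotransfected with COUP-TFII expression vector driving the NGFI-A reporter; 0% = median of COUP-TF2 test wells and 100% = reporter-only cells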
# C8 TRAIL sens: viability loss with TRAIL in NB7+C8 cells, primary screen, TRAIL sensitizer project, cell-based, ATPlite luminescence; AID 624354, 2012; 360,000 tested, 1% active; inhibition (viability loss, TRAIL sensitization), % at 10 µM;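 active = compounds causing at least 50% loss of cell viability in the single-dose screen, relative to plate controls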
# TROY signal inh: inhibitors of TROY-driven NF-kB signaling, primary screen, Q293 LMP1-TROYcd cells, NF-kB luciferase, uHTS. 360,000 tested, 0.98% active. AID 1347056, 2019. Q293 LMP1-TROYcd NF-kB luciferase reporter, 4 h. inhibition, % at 10 µM;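 active = compounds whose plate-normalised and pattern-corrected inhibition of the luciferase reporter signal at the single screening dose is 50% or more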
# SRC3 inh: SRC3 coactivator transcriptional activity inhibitors, primary screen, cell-based, luminescence. 360,000 tested, 0.17% active. AID 588352, 2011. HEK293 GAL4-SRC3 luciferase reporter. Nuclear receptor coactivator 3 (Homo sapiens), Q9Y6Q9. inhibition, % at 3.6 µM;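 active = inhibition above a per-campaign cutoff, the mean of all compounds plus 3 SD, cut at about 60% in these data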;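 also: 0% = DMSO-treated cells and 100% = gossypol-treated cells at 36 µM; higher means less SRC3-driven luciferase light from the GAL4 reporter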
# SRC1 inh: SRC1 coactivator transcriptional activity inhibitors, primary screen, cell-based, luminescence; inhibition, % at 3.6 µM; HEK293 GAL4-SRC1 luciferase reporter; 360,000 tested, 0.12% active;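 active = inhibition above the campaign mean plus 3 SD, with each screening campaign given its own cutoff, cut at about 60% in these data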;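 also: 0% = DMSO treated cells and 100% = gossypol at 36 µM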
# Vif imaging: HIV Vif self-association inhibitors, primary screen, imaging, HEK293T, single point; HEK293T cells, Vif self-association by quenched fluorescence, 24 h; inhibition, % at 7.49 µM; 340,000 tested, 0.35% active; in the data active = inhibition above about 50%, passing the limit was not always enough; also: some results filed as inactive read as strong as hits
# LRH-1 inv ag: LRH-1 (NR5A2) inverse agonists, primary screen, cell-based, luminescence, HEK293T, StAR-luciferase reporter; LRH-1 transfected, 24 h; inhibition, % at 3.6 µM; Nuclear receptor subfamily 5 group A member 2 (Homo sapiens), O00482; 360,000 tested, 0.13% active; AID 602396, 2012;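 active = inhibition above the mean inhibition of all tested compounds plus 3 SD, cut at about 73% in these data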;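 also: 0% = DMSO wells and 100% = reporter-only cells lacking LRH-1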
# LMP1 NFkB inh: EBV LMP1-driven NF-kappaB luciferase reporter inhibitors, primary screen, cell-based, luminescence, single point; LMP1-induced NF-kappaB luciferase reporter cells; 350,000 tested, 0.69% active; inhibition, % at 12.5 µM; in the data active = inhibition above about 41%;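 also: 0% = neutral control wells and 100% = reference inhibitor control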
# NCOA2 inhibitor: inhibition of GAL4-SRC2 driven luciferase reporter, primary screen, SRC2 inhibitor project, cell-based, luminescence; inhibition, % at 9 µM; 370,000 tested, 0.17% active; Nuclear receptor coactivator 2 (Homo sapiens), Q15596; HEK293 GAL4-SRC2 luciferase reporter; AID 651957, 2012;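 active = inhibition above the mean inhibition of all tested compounds plus 3 SD, set per campaign, cut at about 52% in these data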;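 also: 0% = DMSO treated cells and 100% = cells given Gossypol at 36 µM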
# NOD2 RIPK2 PPI: NOD2-RIPK2 binding disruptors in cells, primary screen, fluorescence, CHO cells, BLA complementation; 360,000 tested, 0.38% active; CCF4 ratio; inhibition, % at 4.98 µM; Receptor-interacting serine/threonine-protein kinase 2 (Homo sapiens), O43353; AID 624267, 2012; in the data active = inhibition above about 21%;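 also: 0% = vehicle only and 100% = reference blocker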
# Target sequence (O43353 whole entry, looked up): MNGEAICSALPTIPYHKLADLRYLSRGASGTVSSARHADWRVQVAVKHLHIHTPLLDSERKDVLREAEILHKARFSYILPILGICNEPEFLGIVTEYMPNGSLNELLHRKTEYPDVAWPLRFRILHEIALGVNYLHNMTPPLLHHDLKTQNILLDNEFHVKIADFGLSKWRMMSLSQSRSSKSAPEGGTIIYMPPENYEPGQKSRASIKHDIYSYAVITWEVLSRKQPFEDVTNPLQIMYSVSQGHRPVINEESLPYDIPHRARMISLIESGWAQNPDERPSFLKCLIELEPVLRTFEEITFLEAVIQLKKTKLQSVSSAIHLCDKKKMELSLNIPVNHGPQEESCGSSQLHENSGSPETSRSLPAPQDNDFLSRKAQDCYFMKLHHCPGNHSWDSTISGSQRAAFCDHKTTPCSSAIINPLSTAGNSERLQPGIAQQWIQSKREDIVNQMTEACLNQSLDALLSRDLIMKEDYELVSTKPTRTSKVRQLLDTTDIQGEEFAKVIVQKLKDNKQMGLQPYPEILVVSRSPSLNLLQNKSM
# TLR9-MyD88 block: inhibitors of TLR9-MyD88 association in cells, primary screen, cell-based, CHO, BLA complementation, fluorescence; Toll-like receptor 9 (Homo sapiens) + Myeloid differentiation primary response protein …; CCF4 FRET ratio; 340,000 tested, 0.21% active; inhibition, % at 4.98 µM; AID 504734, 2011;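 active = inhibition above the mean over all tested compounds plus 3 SD, cut at about 21% in these data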;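 also: 0% = DMSO only wells and 100% = clavulanate BLA inhibitor control wells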
# * hit, by the source's call; nt = no result given. Not all compounds are listed; the hit share may differ from the screen's.
# Each structure is followed by: NR2F2 inh	C8 TRAIL sens	TROY signal inh	SRC3 inh	SRC1 inh	Vif imaging	LRH-1 inv ag	LMP1 NFkB inh	NCOA2 inhibitor	NOD2 RIPK2 PPI	TLR9-MyD88 block
COc1cc(/C=C2\SC(=S)N(CCC(=O)NC3CCCC3)C2=O)cc(OC)c1OC
  3	17	15	58	7	-3	8	9	-3	-4	-6
CC1(C)CC(=O)C(C(=O)/C=C/NCCc2ccccc2)C(=O)C1
  0	21	-6	0	-5	1	18	6	-24	-7	-7
CCN1C(=O)C(CC(=O)Nc2ccc(OC)cc2)N(CCN2CCOCC2)C1=S (centres undefined)
  8	13	6	18	6	-3	1	5	-7	-3	0
COc1ccc(CNC(=O)c2cc3ccccc3o2)cc1OC
  8	12	1	0	-49	-6	-2	1	-5	-9	-12
O=C(CSc1nc2cc3c(cc2c(=O)n1CCC1=CCCCC1)OCO3)NCc1ccco1
  -12	-14	10	-3	-3	15	-24	44*	-23	1	0
CCCS(=O)(=O)N1CCCC(C(=O)NCCCOCC)C1 (centres undefined)
  12	-17	-3	7	-87	nt	13	-6	-25	3	2
CCOC(=O)C1=C[C@@H](C(C)C)N(S(=O)(=O)c2ccc(C)cc2)[C@H]1c1ccc(C(C)C)cc1
  14	-17	-4	13	22	nt	35	nt	1	-12	nt
CC(C)[C@H](NC(N)=O)C(=O)NCCc1ccc(Cl)cc1
  6	-6	2	2	-6	-4	10	-3	-22	0	4
CCCCC(=O)Nc1ccc(Cl)cc1F
  11	-3	-1	0	2	nt	-8	32	-25	-6	-28
Cc1cc(NC(=O)CSc2nc3ccccc3n2CCC#N)no1
  6	-7	-20	20	-1	-1	-16	14	4	-1	-1
CCN(CC)c1ccc(/C=C(/C#N)c2nc3ccccc3[nH]2)c(OC(C)C)c1
  -19	42	69*	9	-7	nt	0	5	-25	-7	3
CC1CCN(C(=O)c2ccc(COc3ccccc3Cl)o2)CC1
  2	1	-28	2	0	-5	-13	-4	4	4	-20
CC(C)CCNC(=O)c1ccc2c(SCC(=O)O)c3c(nc2c1)CCC3
  7	-2	0	-11	-5	5	-33	-6	-35	-2	-6
CCOC(=O)Nc1cc(C)ccc1OC
  -6	-3	10	-5	12	-7	7	-15	0	-6	9
OC(c1ccc(-c2ccccc2)cc1)c1ncc(-c2ccccc2F)[nH]1 (centres undefined)
  15	3	18	-3	4	nt	2	nt	-6	2	nt
CC(Oc1cccc(Cl)c1)C(=O)NCCCCc1ccccc1 (centres undefined)
  6	18	0	8	-3	6	-6	1	5	-12	6
Cc1cc(C)n2[nH]c(=O)cc2n1
  -1	-2	-6	-6	-6	-1	3	-1	3	-24	-5
Cc1ccc(S(=O)(=O)N(C)CC(=O)OCc2nnc(-c3ccccc3)o2)cc1
  -9	6	-8	-12	12	8	-5	-9	1	-11	3
O=C(c1ccc(Cl)cc1)C1CCCN(Cc2cccn2-c2cccnc2)C1 (centres undefined)
  20	0	8	21	0	-7	13	-5	7	0	9
COc1ccc2c(c1)c(=O)c(C(=O)O)c(-c1ccc3c(c1)OCO3)n2C
  7	0	-20	17	-1	-13	-6	1	-8	-2	-7
Cc1ccc(/C=C/C(=O)O)cc1S(=O)(=O)NCCCO
  6	-2	12	-2	-17	-13	-4	-3	-5	-9	-1
O=C(CN1C2CCC1CC(NC(=O)Nc1ccccc1)C2)NCc1ccco1 (centres undefined)
  16	11	-10	-6	-3	8	-21	0	-15	2	4
CC(C)OP(=O)(OC(C)C)C(C)NC(=O)Cc1ccccc1 (centres undefined)
  2	-2	4	21	-6	4	8	-2	-15	2	0
O=C(Nc1ccccc1Br)c1cc[n+]([O-])cc1
  -5	10	1	3	0	15	2	-4	4	-10	1
CCn1c(O)c(/C=C2\C=Nc3ccccc32)sc1=Nc1ccc(C)cc1
  -9	1	-17	-13	-19	14	-6	13	-9	0	13
Cc1ccc(-n2nc3c(c2NC(=O)c2ccco2)CS(=O)C3)c(C)c1 (centres undefined)
  25	-12	2	14	5	-5	-9	1	-15	-7	3
O=C(COc1ccc(S(=O)(=O)N2CCOCC2)cc1Cl)NCc1ccco1
  -15	2	7	4	8	-5	-12	-1	-9	-11	1
Cc1cc(NCC(=O)Nc2ccc(C)c(S(=O)(=O)N3CCOCC3)c2)ccc1Br
  19	7	-10	12	-17	nt	-2	-1	-7	1	-10
CC1Cc2ccccc2N1C(=O)c1cnc2n(c1=O)CCS2 (centres undefined)
  21	8	-9	0	4	1	-1	0	8	-4	-3
CC(C)Oc1ccc(C(=O)/C=C2/C(=O)Nc3ccccc32)cc1
  -12	24	0	-17	-10	-3	-4	-6	-8	19	6
COc1ccc(CN2C(=O)C(CC(=O)NCCCN(C)C)CC(C(=O)N3CCCCCC3)=C2C)cc1 (centres undefined)
  6	-6	-17	nt	nt	nt	-13	nt	-18	5	nt
CCOC(=O)C1=C(CNC(C)(C)CC(C)(C)C)NC(=O)NC1c1cccc([N+](=O)[O-])c1 (centres undefined)
  5	-2	-8	18	11	-2	-13	-9	33	-7	-11
Cn1c(SCC(=O)Nc2ccc3c(c2)oc2ccccc23)nnc1-c1ccccc1
  14	9	-16	-13	-62	-7	5	4	6	6	-6
CC(C)c1ccccc1
  0	-4	-6	-3	-5	9	-12	0	17	-3	1
CC(=O)Nc1cc(-c2nn(C)c(=O)c3ccccc23)ccc1N1CCCCC1
  -9	26	-6	11	-2	3	21	6	-9	2	7
Cc1ccc(SCC(=O)NC(=O)Nc2ccc3c(c2)OCCO3)c(C)c1
  0	0	11	18	3	1	2	5	3	-3	-27
O=C(CN1C(=O)C2(OCCO2)c2cc(Br)ccc21)NO
  -2	-2	2	20	0	-6	8	-6	9	-1	7
O=c1[nH]c2ccccc2cc1CN(Cc1ccco1)S(=O)(=O)c1ccccc1
  9	0	16	3	1	1	12	3	12	-7	-1
CN(Cc1ccc(C(F)(F)F)cc1)C(=O)[C@H]1O[C@@H](n2cnc3c(N)ncnc32)[C@H](O)[C@@H]1O
  -66	-9	5	17	9	-6	-2	nt	-1	-5	nt
CC(=O)Nc1c(O)c2cccc3c2n(c1=O)CCC3
  -3	5	-6	11	9	3	7	2	-9	7	5
Cc1c(NC(=O)c2ccccc2N(C)S(=O)(=O)c2ccccc2)c(=O)n(-c2ccccc2)n1C
  11	-1	7	12	6	12	18	12	3	9	6
COc1ccccc1NC(=O)Nc1cnccn1
  1	2	0	-12	-1	-6	-10	6	-2	10	15
O=C(NNC(=O)C1CCCN(S(=O)(=O)c2ccc3ccccc3c2)C1)C1CC1 (centres undefined)
  -4	-6	3	17	8	-13	11	-2	-3	-5	nt
CCN(Cc1ccccc1)S(=O)(=O)c1ccccc1Br
  2	7	2	-9	-7	5	-15	2	14	-13	-6
CCc1ccc(NC(=O)C2CCN(S(=O)(=O)c3ccc4c(c3)NC(=O)CO4)CC2)cc1
  21	-5	-1	4	-35	-7	19	6	8	-21	0
COc1cccc(OC)c1C(=O)OCC(=O)/C(C#N)=C(\C)N
  4	1	2	8	9	-3	-4	3	22	1	-2
CCN1C(=O)[C@H]2[C@@H](c3ccc(-c4ccc(F)cc4)cc3)N[C@@](CC(C)C)(C(=O)OC)[C@H]2C1=O
  -8	6	-4	8	-14	-2	-19	10	-9	-2	3
COc1ccccc1N(C)S(=O)(=O)c1ccc(C(=O)Nc2ccc(C)cc2C)cc1
  0	-3	10	-15	4	6	-4	-7	17	8	0
CCOc1ccc(Br)cc1/C=N/O
  12	1	-19	15	5	2	-9	11	7	-3	4
CC1=C(C(=O)N(C(C)C)C(C)C)CC(CC(=O)NC2CCCCC2)C(=O)N1Cc1ccc(C(C)(C)C)cc1 (centres undefined)
  12	-1	20	-6	7	nt	15	nt	-11	-6	nt
Cc1ccc(-n2cnc(N)c2C(=O)c2cccc([N+](=O)[O-])c2)cc1
  34	1	21	32	14	-2	4	-1	15	-1	-4
O=C(CNC(=O)c1ccco1)NCC(=O)OCc1ccccc1Br
  6	7	4	14	10	-2	-3	3	0	-10	-3
